TRPN1 ag: zebrafish TRPN1 channel agonists, primary screen, cell-based, HEK293, calcium fluorescence. transient receptor potential cation channel N1 (TRPN1/NompC), Danio rerio. HEK293 zebrafish TRPN1-YFP, Fluo-8 calcium fluorescence; 100% = response to 87 µM carbachol. activation, % at 3 µM. 0.18% of 220,000 active. AID 1424, 2008;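 active = activation above its plate's cutoff, the mean activation of test wells on that plate plus 3 SD, cut at about 19% in these data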;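 note: 0% = DMSO alone and 100% = 87 µM carbachol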
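Material – zebrafish TRPN1-YFP in HEK293 cells · Doses – 3 µM single point · Schedule – dye 1 h 37 °C plus 30 min RT · Signal – Fluo-8 calcium fluorescence, excitation 470-495 nm, emission 515-575 nm · Read-out – % activation versus carbachol response · Control set – carbachol high, DMSO low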
EBV gp42 block: Epstein-Barr virus gp42 inhibitors, primary screen, biochemical, uHTS, fluorescence polarization; Glycoprotein 42 (Epstein-Barr virus (strain AG876)), Q1HVG2; Fluorescence polarization binding assay, mP read-out; inhibition, % (tested at 21.74 µM); 0.42% of 220,000 active; in the data active = inhibition above about 50%
Target sequence (Q1HVG2 whole entry, looked up): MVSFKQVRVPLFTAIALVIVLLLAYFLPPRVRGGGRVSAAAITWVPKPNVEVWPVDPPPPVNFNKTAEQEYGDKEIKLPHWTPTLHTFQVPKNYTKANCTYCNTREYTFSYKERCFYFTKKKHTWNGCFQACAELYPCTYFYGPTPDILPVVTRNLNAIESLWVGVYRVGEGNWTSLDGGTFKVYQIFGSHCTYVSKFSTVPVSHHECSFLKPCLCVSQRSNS
PPC-1+TRAIL kill: compounds killing PPC-1 cancer cells with TRAIL present, primary screen, TRAIL potentiator project, ATPLite luminescence, uHTS; PPC-1 cells + TRAIL, ATPLite viability luminescence; cell killing (% activity), % at 4 µM; 0.41% of 220,000 active;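 active = cell killing above 50% in the first pass at 4 µM, then a duplicate retest at 5 µM averaging 50% or more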;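 note: plate controls were cells with TRAIL plus DMSO for no effect and medium-only wells lacking cells for full effect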
thrombin 1536: human alpha-thrombin inhibitors, primary screen, counter-screen for coagulation protease inhibitor project, biochemical, 1536-well, fluorogenic AMC substrate | Boc-VPR-AMC fluorogenic substrate cleavage | Prothrombin (Homo sapiens), P00734 | 0.26% of 220,000 active | inhibition, % at 5 µM;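 active = inhibition at or above 40%; inactive = inhibition below 40%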;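 note: 0% = enzyme with no compound and 100% = wells without enzyme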
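Test system: human alpha-thrombin protein / Dosing: one concentration per compound, 5 µM, with 0.2% DMSO / Medium: pH 7.5 Tris-saline with Tween 20 / Benchmarks: no-compound enzyme wells and no-enzyme blanks / Read-out basis: percent inhibition of thrombin substrate cleavage / Timing: reaction at room temperature / Measured by: fluorescence, ex 355 nm, em 460 nm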
KCC2 mod: KCC2 cotransporter modulators, thallium flux, primary screen, cell-based, HEK293 KCC2, FluoZin-2 fluorescence, MLSMR; 2.2% of 190,000 active; AID 1456, 2008; B-score of Tl+ flux slope (higher = more flux/activation; lower = inhibition) at 10 µM; KCC2 cells, thallium flux FluoZin-2 fluorescence;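 active = thallium flux slope and its plate-corrected score both differing from the plate sample mean at a set confidence after two filtering rounds, in either direction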;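 note: slope of fluorescence scaled to starting intensity during 10 to 20 s after thallium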
m-calpain inh: inhibitors of pig calpain II, primary screen, biochemical, fluorogenic peptide substrate, 1536-well | AID 1236, 2008 | 0.37% of 220,000 active | purified calpain II, 30 min | inhibition, % at 16 µM;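 active = inhibition above about 50%, limit read from the data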
Furin inhibitor: human furin inhibitors, primary screen, biochemical, fluorescence intensity; P09958; inhibition, % at 30 µM; 0.061% of 220,000 active; purified furin, fluorogenic substrate cleavage; AID 463115, 2010; in the data active = inhibition above about 25%; note: inactives centre near -15
Tb hexokinase: Trypanosoma brucei hexokinase 1 inhibitors, primary screen, biochemical, G6PDH-coupled NADH absorbance, MLSCN library. 0.11% of 220,000 active. hexokinase 1 [Trypanosoma brucei]. recombinant TbHK1, G6PDH-coupled NADH A340. AID 1430, 2008. inhibition, % at 10 µM;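 active = inhibition of 50% or more in the single-dose primary screen; inactive = inhibition below 50%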
TRPML3 agonist: human TRPML3 channel agonists, primary screen, cell-based, HEK293 TRPML3-YFP, Fluo-8 calcium fluorescence, 3 µM; Mucolipin-3 (Homo sapiens), Q8TDD5; 100% = the carbachol control signal; activation, % at 3 µM; 0.29% of 220,000 active;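 active = activation above its plate's cutoff, the mean activation of the plate's test wells plus 3 SD, cut at about 12% in these data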;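 note: 0% = DMSO only wells and 100% = carbachol wells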
Target sequence (Q8TDD5 whole entry, looked up): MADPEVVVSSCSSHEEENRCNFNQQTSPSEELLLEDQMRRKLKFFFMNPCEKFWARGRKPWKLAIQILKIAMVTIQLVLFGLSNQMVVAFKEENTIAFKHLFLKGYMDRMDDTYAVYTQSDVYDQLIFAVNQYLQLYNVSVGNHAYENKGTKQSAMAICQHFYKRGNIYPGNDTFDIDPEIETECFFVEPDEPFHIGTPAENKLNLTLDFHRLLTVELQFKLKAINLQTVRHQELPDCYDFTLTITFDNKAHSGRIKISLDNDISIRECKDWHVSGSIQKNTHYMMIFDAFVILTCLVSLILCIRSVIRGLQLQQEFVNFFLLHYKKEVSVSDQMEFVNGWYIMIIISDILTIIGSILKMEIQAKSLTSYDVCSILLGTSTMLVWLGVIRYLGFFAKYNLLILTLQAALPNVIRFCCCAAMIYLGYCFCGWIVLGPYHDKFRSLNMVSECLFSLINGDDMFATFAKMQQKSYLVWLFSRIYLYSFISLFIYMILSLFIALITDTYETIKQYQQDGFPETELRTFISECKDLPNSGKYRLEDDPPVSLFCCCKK
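Material: HEK293 cells stably carrying human TRPML3-YFP; compound dosing: single dose, 3 µM final nominal compound, 0.3% DMSO final; incubation: 1-h 37 °C dye load, 5-s basal, 120-s post-compound reads; technique: Fluo-8 intracellular calcium fluorescence, excitation 470-495 nm, emission 515-575 nm; read-out basis: percent activation from peak-to-basal fluorescence ratio, scaled between DMSO and carbachol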
An asterisk follows results filed as active; · = no result given; [ ] = another dose, or the depositor's remark. No enrichment for hits (roughly 3.6% active in at least one column).

SMILES	TRPN1 ag	EBV gp42 block	PPC-1+TRAIL kill	thrombin 1536	KCC2 mod	m-calpain inh	Furin inhibitor	Tb hexokinase	TRPML3 agonist
CCCC(=O)Nc1nnc(-c2ccc3c(c2)OCO3)s1	2.0	-22	6	0	-0.017	-34	-25	-22	0.5
CCOC(=O)N1CCC(NC(=O)CSc2cc(=O)n(C)c3ccccc23)CC1	0.8	-20	-10	-1	-0.9	16	-7	-20	0.2
CSc1nc2ccc(NC(=O)C3CC(=O)N(Cc4ccccc4)C3)cc2s1 (centres undefined)	-2.2	-47	16	-4	-1.4	-68	-19[20 µM]	-7	-1.3
COc1ccc(/C=N/NS(=O)(=O)c2ccccc2)cc1OS(=O)(=O)c1ccccc1	0.2	15	34	-8	-0.54	-40	-12[20 µM]	-10	0.2
O=C(NCCCn1ccnc1)c1ccncc1	1.3	-23	18	2	0.88	6	-16[20 µM]	6	1.8
C/C=C/C(=O)N1CC2(CC(c3cccc(NC(=O)CC(c4ccccc4)c4ccccc4)c3)=NO2)C[C@H]1C(N)=O (some centres undefined)	·	-3	21	3	1.4	-84	-15	-23	·
CCOC(=O)c1c(-c2ccc(C)o2)csc1NC(=O)CN1CCOCC1	1.5	-1	2	-6	·	-24	-21[20 µM]	-10	-0.3
COc1ccc(S(=O)(=O)Nc2c(C(=O)O)[nH]c3ccccc23)c(OC)c1	1.6	-10	-17	-4	0.98	-31	-16	18	0.0
CCCc1c(O)nc(SCC(=O)O)[nH]c1=O	1.1	13	-4	-5	-0.78	-17	-13	1	0.7
O=C(NNC(=S)Nc1ccccc1)NNC(=S)Nc1ccccc1	0.1	-16	7	5	0.35	13	-17	-1	0.5
Cc1cc(NC(=O)CN2C(=O)CC(c3ccco3)Sc3ccccc32)no1 (centres undefined)	-0.5	-3	-6	-2	-0.79	-15	-31	-2	0.3
Cc1onc(-c2ccccc2)c1C(=O)N1CCCN2C(=O)c3ccccc3C21 (centres undefined)	0.6	-17	4	-1	0.071	-2	-14	-3	0.8
CCNc1nc(=S)nc(NCc2ccccc2)[nH]1	1.0	-3	14	-25	-1.6	-2	-24	-11	-0.3
COc1ccc(N2C(=O)/C(=C/c3ccc([N+](=O)[O-])cc3)C=C2c2ccccc2)cc1	0.1	-2	8	-5	0.47	-13	-2[20 µM]	-4	-0.6
CCC(=O)c1c(NC)cc(C)oc1=O	1.1	-16	17	0	0.75	-5	-26	-3	0.7
CCOc1ccc(-n2c(=O)[nH]cc(C(=O)N3CCc4ccccc43)c2=O)cc1	1.9	-2	8	-6	·	-30	1	-1	1.3
N#Cc1cnc(N)c(Br)c1	-0.2	-19	17	-9	-0.31	-6	-35	-3	-0.3
N#CCCN/N=C(/Cc1nc2ccccc2[nH]1)c1ccc(Cl)cc1	-0.6	-1	20	-6	-0.025	-169	-2[20 µM]	-14	0.0
O=S(=O)(NC(=S)NC1CCCCC1)c1ccc(Cl)cc1	-2.4	-15	6	2	11*	13	-25	-5	-1.2
CCOC(=O)C1(C/C(C)=N/NC(N)=O)CC(C)(C)OC1=O (centres undefined)	0.2	-20	5	-4	0.066	9	-15	0	0.4
CCOc1ccc(CC(=O)Nc2cc(=O)n(C)c(=O)n2C)cc1	1.7	0	10	2	0.58	-21	-1	-3	0.8
CC1(CC(=O)N/N=C/c2cc([N+](=O)[O-])c(O)cc2O)OCCO1	-0.4	-2	15	·	-0.81	6	-1	-12	0.6
COc1cc(NC(=O)CSc2ncnc3scc(-c4ccccc4)c23)c(C(=O)O)cc1OC	0.1	-9	-5	-10	-0.074	-98	-26	-2	0.9
COc1ccc(C(=O)NCc2nnc(SCC(=O)N3CCC(C)CC3)o2)cc1	0.1	-9	17	-2	0.64	-12	-21	-4	0.3
CCOC(=O)c1ccc(NC(=O)C2=C(C)Nc3nc(CCCO)nn3C2c2ccc(OC)cc2)cc1 (centres undefined)	0.5	-3	·	-10	1.2	-31	-6	-11	0.0
COc1ccc(N2CCN(C(=O)/C=C/c3ccco3)CC2)cc1	0.0	-13	2	-3	-1.3	17	-11	-9	-1.0
COC(=O)CCC(=O)NNC(=O)Cc1ccccc1	1.5	-10	-23	14	-0.15	4	-19	9	0.7
O=C(O)C1C2C=CC3(CN(C4CCCC4)C(=O)C13)O2 (centres undefined)	0.9	-15	6	1	0.06	-11	-20	-3	1.2
COc1ccccc1/C=C/CN1CCC(CO)(Cc2ccccc2)CC1	-1.0	2	·	-16	-0.61	-9	-31	4	1.4
Cc1ccc(CN(C(=O)C(F)(F)F)C(C(=O)NC2CCCCC2)c2ccco2)cc1 (centres undefined)	-1.9	19	10	1	-0.16	5	-15[20 µM]	2	-1.5
S=c1[nH]nc(COc2ccccc2)n1C1CCCCC1	-1.6	-4	23	10	12*	34	-21[20 µM]	-1	-0.7
Cn1c2ccccc2n2c(=O)c(Cl)c(-c3ccccc3)c(C#N)c12	-1.0	-29	10	0	-1.1	-37	14	16	0.6
COc1ccc(S(=O)(=O)Nc2ccc3c(c2)CCC3)cc1	0.7	-14	6	-4	-0.048	10	-8	-3	-1.0
C/C(CC(=O)N(C(C)C)C(C)C)=N\NC(=O)c1ccccc1Br	-0.1	-6	19	-5	0.59	-9	-27	5	0.2
CC(C(=O)NC(C)(C)C)N1C(=O)c2cccc3cccc(c23)C1=O (centres undefined)	1.1	12	17	6	0.32	-37	-20	-23	0.1
Cc1ccc(C(=O)N/N=C\c2sccc2C)cn1	2.1	-10	10	0	·	33	-4	-20	1.1
Cn1c(=O)cc(SCC(=O)NCCCN2CCN(c3ccc(F)cc3)CC2)c2ccccc21	0.3	1	15	-2	-1.3	1	-13	-18	0.4
CCOC(=O)C1=C(C)Nc2ncnn2C1c1cc(Br)ccc1F (centres undefined)	-0.4	-30	3	3	-0.54	13	-20	-3	0.7
Cc1cc(NS(=O)(=O)c2ccc(NC(=O)C(C(C)C)N3C(=O)c4ccccc4C3=O)cc2)nc(C)n1 (centres undefined)	0.7	-18	18	-9	0.34	-6	-16[20 µM]	1	0.3
CCOc1ccc(C(=S)NC2CCCCC2)cc1OC	-0.3	-12	-18	2	-1	-5	-10[20 µM]	-7	-0.5
Fc1ccccc1COc1ccc(/C=N/NC(=S)NCc2ccccc2)cc1	0.3	-12	5	6	-0.85	-10	-23[20 µM]	-20	0.4
Cc1ccc(S(=O)(=O)N(CC(=O)N2CCOCC2)CC(=O)N2CCOCC2)cc1	0.8	-18	12	-3	1.7	4	-5[20 µM]	3	0.5
O=C1c2cccc3cc([N+](=O)[O-])cc(c23)C(=O)N1/N=C/c1ccc(O)cc1O	-1.2	96*	22	-9	-1.6	30	-6	-59	0.4
O=C(C1CCN(S(=O)(=O)c2cccc3nsnc23)CC1)N1CC=C(c2ccccc2)CC1	1.6	-3	18	-6	-0.69	-178	-3	18	-0.4
CCOC(=O)N1CCN(c2nc3ccccc3n3cnnc23)CC1	1.7	-10	10	3	0.034	-1	-19	-36	1.1
O=C(CN1CCCCCC1)Nc1ccccc1F	0.2	3	3	9	0.31	-36	-5[20 µM]	4	0.5

High-throughput results deposited in PubChem BioAssay by several laboratories.
